# Bcl-W Bim block: inhibitors of Bim-Bcl-W interaction, human; inhibition, % at 10 µM; bead-based flow cytometry, Bim peptide-Bcl-W binding; 190,000 tested, 0.02% active; AID 952;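 further: 0% = bound tracer without compound and 100% = peptide blocker; higher means less fluorescent Bim peptide bound to Bcl-W beads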
# Target sequence (Q92843 whole entry, looked up): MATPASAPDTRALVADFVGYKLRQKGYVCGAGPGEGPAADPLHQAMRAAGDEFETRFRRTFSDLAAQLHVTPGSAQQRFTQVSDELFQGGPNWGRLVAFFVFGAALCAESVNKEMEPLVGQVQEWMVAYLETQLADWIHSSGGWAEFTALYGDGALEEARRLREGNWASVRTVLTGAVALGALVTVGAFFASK
# Bcl-2 Bim block: disrupts Bim peptide binding to human Bcl-2. 190,000 tested, 0.06% active. P10415. Bead-based flow cytometry, Bim peptide-Bcl-2 binding. AID 950. inhibition, % at 10 µM; in the data active means inhibition above about 40%; inconclusive means no clear call, values can overlap the other calls;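 further: 0% = no compound wells with probe peptide and 100% = reference peptide inhibitor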
# Target sequence (P10415 whole entry, looked up): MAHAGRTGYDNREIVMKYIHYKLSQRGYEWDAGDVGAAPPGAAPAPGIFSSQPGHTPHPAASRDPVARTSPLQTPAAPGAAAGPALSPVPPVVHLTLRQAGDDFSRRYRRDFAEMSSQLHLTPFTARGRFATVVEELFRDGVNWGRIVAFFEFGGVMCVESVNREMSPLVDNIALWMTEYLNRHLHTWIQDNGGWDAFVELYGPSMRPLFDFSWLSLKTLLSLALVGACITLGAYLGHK
# Bcl-B Bim block: human Bim-Bcl-B interaction inhibition | 190,000 tested, 0.073% active | bead-based flow cytometry, Bim peptide-Bcl-B binding | inhibition, % at 10 µM;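 further: 0% = tracer peptide without compound and 100% = reference inhibitor peptide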
# Target sequence (Q9HD36 whole entry, looked up): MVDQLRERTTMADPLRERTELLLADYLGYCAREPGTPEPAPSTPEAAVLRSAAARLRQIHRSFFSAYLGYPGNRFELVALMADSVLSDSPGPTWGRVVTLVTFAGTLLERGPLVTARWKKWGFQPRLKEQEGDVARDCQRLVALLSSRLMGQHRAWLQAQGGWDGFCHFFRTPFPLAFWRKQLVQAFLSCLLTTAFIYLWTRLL
# Bim-Bcl-XL: human Bim-Bcl-XL interaction inhibition | 190,000 tested, 0.04% active | AID 1007 | Q07817 | inhibition, % at 10 µM | Bim peptide-Bcl-XL binding, bead flow cytometry, fluorescence
# Bfl-1 Bim block: disrupts Bim binding to human Bfl-1; Q16548; Bead-based flow cytometry, Bim-Bfl-1 binding inhibition; inhibition, % at 10 µM; 190,000 tested, 0.12% active; AID 1008;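 further: 0% = wells without compound plus tracer and 100% = blocker peptide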
# Mcl1-Noxa inh: disrupts binding of human Mcl-1 to Noxa peptide; Q07820; TR-FRET Mcl-1/Noxa peptide binding, 2 h; inhibition, % at 21.7 µM; 220,000 tested, 1.5% active; AID 1022;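 active means compounds that cut the protein-peptide binding signal by more than 50% relative to plate controls in a single-dose test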;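 further: His-tagged Mcl-1 with rhodamine Noxa BH3 peptide and terbium anti-His antibody; 0% = Mcl-1 plus Noxa peptide wells and 100% = peptide-only wells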
# Target sequence (Q07820 whole entry, looked up): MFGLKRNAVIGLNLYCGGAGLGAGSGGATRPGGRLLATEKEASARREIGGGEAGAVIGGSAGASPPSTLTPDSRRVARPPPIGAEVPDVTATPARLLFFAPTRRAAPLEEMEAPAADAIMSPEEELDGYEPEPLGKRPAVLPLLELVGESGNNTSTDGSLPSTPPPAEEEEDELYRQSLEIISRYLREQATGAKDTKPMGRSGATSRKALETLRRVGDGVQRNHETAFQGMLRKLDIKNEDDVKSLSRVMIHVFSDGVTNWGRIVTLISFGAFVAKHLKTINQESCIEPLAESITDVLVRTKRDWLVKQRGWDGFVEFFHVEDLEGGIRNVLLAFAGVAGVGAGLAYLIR
# RGS4-Gao reg: human RGS4-Galphao interaction regulation | P09471 | Multiplexed bead flow cytometry, RGS4-Galphao binding; actives lie on both sides | binding response (% of control), % at 10 µM | 220,000 tested, 0.33% active | AID 1415; in the data active means binding response below about 49% or above about 150%; inactive means in between;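 further: fluorescent Galphao activated with aluminum fluoride binding bead-coupled RGS4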
# RGS8-Gao reg: modulates binding of RGS8 to human Galphao; multiplexed bead flow cytometry; actives lie on both sides; P09471; AID 1423; response (percent of control binding), % at 10 µM; 220,000 tested, 0.34% active; in the data active means response below about 60% or above about 140%; inactive means in between;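 further: Galphao activated as the GDP aluminium fluoride complex binding bead-coupled RGS8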
# Mcl1 Bid PPI: Mcl-1/Bid interaction inhibition | Q07820 | TR-FRET Mcl-1/Bid-Dy647 peptide binding, 1536-well | inhibition, % at 21.7 µM | 220,000 tested, 0.97% active | AID 1021;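 active means compounds that cut the binding signal by more than half at the single screening dose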;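 further: His-tagged Mcl-1 with europium anti-His antibody binding Bid BH3 peptide; 0% = Mcl-1 plus peptide wells and 100% = peptide-only wells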
# RGS7-Gao reg: regulators of human RGS7-Galphao interaction; P09471; Multiplexed bead flow cytometry, RGS7-Galphao binding; actives lie on both sides; binding response (% of control), % at 10 µM; 220,000 tested, 0.35% active; in the data active means binding response below about 49% or above about 150%; inconclusive means no clear call, values can overlap the other calls; inactive means in between;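 further: fluorescent Galphao held in activated GDP-AlF4 state binding bead-coupled RGS7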
# Mcl-1 Bim block: disrupts Bim peptide binding to human Mcl-1. Q07820. Bead-based flow cytometry, Bim peptide-Mcl-1 binding. inhibition, % at 10 µM. 190,000 tested, 0.1% active. AID 1009;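 further: 0% = no compound tracer wells and 100% = peptide blocker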
# Active calls of the source: *; u = inconclusive; x = no result given; & = joins results of further samples. Unless noted, no stated cut-off is given here; in the data, active means inhibition above about 40%.
SMILES,Bcl-W Bim block,Bcl-2 Bim block,Bcl-B Bim block,Bim-Bcl-XL,Bfl-1 Bim block,Mcl1-Noxa inh,RGS4-Gao reg,RGS8-Gao reg,Mcl1 Bid PPI,RGS7-Gao reg,Mcl-1 Bim block
OC(CNCc1cccc(Br)c1)c1ccccc1 (centres undefined),0,-2,-5,-1,-5,17,96,100,-1,97,1
Cc1ccc(C(=O)c2cc3ccccc3o2)cc1,-1,-1,0,-1,-3,4,98,101,0,102,-3
Cn1sc(NC(=O)c2ccccc2Cl)nc1=O,7,5,-16,0,28,8,94,91,-27,116,-4
COc1cc(/C=C/C(=O)N2c3ccccc3Sc3ccc(C(F)(F)F)cc32)cc(OC)c1OC,-7,-2,-9,-8,2,2,103,101,-7,104,-21
CC(C)(C)C1CCC(OC(=O)CN2CCCCC2)CC1 (centres undefined),x,x,x,x,x,-2,101,102,-3,u,x
Cn1nc(C(=O)OCCN2C(=O)c3ccccc3C2=O)c2ccccc2c1=O,-5,-5,-10,-6,-5,-12,100,100,-13,94,-10
COc1ccc(C2=NCC(CSc3nccc(=O)[nH]3)S2)cc1 (centres undefined),-2,0,-2,-3,0,7,101,100,11,101,-1
COC(=O)C1=C(C)NC2=C(C(=O)c3ccccc32)C1c1cccc(OC)c1 (centres undefined),x,x,x,x,x,0,101,101,-28,u,x
O=C(Cc1cccs1)Nc1nnc(-c2ccccc2)s1,-3,-5,-5,-3,-8,20,104,101,-3,101,-2
CCOc1cc(NC(=O)c2ccco2)c(OCC)cc1NC(=O)CCC(=O)NCc1cccnc1,0,-9,-8,-8,-12,15,97,97,-31,99,-1
Cc1nn(-c2ccccc2)c2c1C(=O)NC(=O)C(C)(C)C2,5,0,-1,-9,-4,-4,99,99,-36,100,0
CC(C)N(Cc1ccccc1)C(=O)c1ccc2nsnc2c1,x,x,x,x,x,-11,96,98,9,u,x
Cc1cccc(OCCSc2nc(N)cc(N)n2)c1,x,x,x,x,x,-16,127,129,-38,u,x
CC1CCN(c2ccccc2NC(=S)NC(=O)c2ccc(-c3cccc([N+](=O)[O-])c3)o2)CC1,-2,-13,-10,-3,-17,-2,101,102,-22,99,-2
CCSc1nc2ccccc2n1Cc1ccccc1F,0,0,-5,-10,-2,-1,101,101,-3,97,-4
COc1ccc(-n2c(O)c(/C=N/n3cnnc3)c3ccccc3c2=O)cc1,0,0,-2,-2,-4,19,103,98,-30,102,-3
O=C(Nc1ccc(Br)cc1)C1OCCc2ccccc21 (centres undefined),x,x,x,x,x,5,94,93,-9,u,x
COc1ccccc1N(O)C1CC(=O)N(c2ccc(Br)cc2)C1=O (centres undefined),0,-6,-3,-5,0,40,95,97,-9,95,-3
COc1cccc(NC(=O)COC(=O)c2c(F)cccc2Cl)c1,-2,-3,-4,-4,-4,-1,104,102,-30,102,-3
C=CCn1c(SCc2cccnc2)nnc1-c1ccncc1,0,-6,-7,3,-11,-25,102,98,-72,103,1
CCOC(=O)CNC(=O)c1ccc2[nH]c3ccccc3c2c1,-1,-2,3,0,-1,12,105,103,-25,100,1
Cc1cccc(C)c1N1CCN(S(=O)(=O)c2ccc(F)cc2)CC1,-4,-7,-8,-6,-17,10,95,99,-1,97,-3
COC(=O)c1sc2ccccc2c1C(=O)OC,-3,-1,-7,-2,-3,12,103,99,-17,118,-5
CC(=O)NNC(=S)NCCc1ccccc1,-3,-4,-8,-2,-6,-3,106,101,-33,135,-1
COCCOc1ccc(C(F)(F)F)cc1NC(=O)c1ccc(F)cc1,7,8,2,12,15,10,88,89,-27,91,7
NC1=NC2(CCCCC2)n2c(nc3ccccc32)N1,-1,-11,-12,-4,-19,-8,92,99,-9,97,-5
C=CCN1C(=O)CSC1=Nc1ccc(O)cc1,0,1,1,0,2,7,97,92,-28,101,1
O=C(Nc1cc(=O)[nH]c2ncnn12)c1ccco1,x,x,x,x,x,29,101,103,-1,u,x
CCn1c(C)c(P(c2ccccc2)c2ccccc2)[n+]2ccccc12,-5,-7,-4,-1,-8,11,105,106,-37,108,0
OC(c1ccccn1)c1c[nH]c2ccccc12 (centres undefined),0,0,-2,0,-1,0,80,87,-37,97,1

# Compounds listed so far that have a Cl atom, in the order listed:
SMILES,Bcl-W Bim block,Bcl-2 Bim block,Bcl-B Bim block,Bim-Bcl-XL,Bfl-1 Bim block,Mcl1-Noxa inh,RGS4-Gao reg,RGS8-Gao reg,Mcl1 Bid PPI,RGS7-Gao reg,Mcl-1 Bim block
Cn1sc(NC(=O)c2ccccc2Cl)nc1=O,7,5,-16,0,28,8,94,91,-27,116,-4
COc1cccc(NC(=O)COC(=O)c2c(F)cccc2Cl)c1,-2,-3,-4,-4,-4,-1,104,102,-30,102,-3

# Additional results follow:
SMILES,Bcl-W Bim block,Bcl-2 Bim block,Bcl-B Bim block,Bim-Bcl-XL,Bfl-1 Bim block,Mcl1-Noxa inh,RGS4-Gao reg,RGS8-Gao reg,Mcl1 Bid PPI,RGS7-Gao reg,Mcl-1 Bim block
Cc1ccc2oc3c(c(=O)c2c1)C(c1ccc(F)cc1)N(CCCN1CCOCC1)C3=O (centres undefined),4,0,-3,-1,-1,20,101,99,-6,100,3
COc1ccc(-c2nc3ccc([N+](=O)[O-])cc3[nH]2)cc1,0,0,-4,-1,1,21,102,106,-12,104,-1
CC(C)NC(=S)Nc1ccc2nc3n(c(=O)c2c1)CCCCC3,-6,-3,-4,-9,0,8,104,106,0,106,-4
CCOc1ccc([N+](=O)[O-])c(N)c1,-3,0,-2,-5,0,6,100,102,-3,99,-2
Cc1ccc(NC(=O)Nc2ccc(F)cc2)nc1,-5,-9,-12,-9,-19,-7,100,101,0,99,-7
COc1c(/C=N/NC(=O)c2ccncc2)c(CCN(C)C(C)=O)cc2c1OCO2,x,x,x,x,x,17,112,96,-2,u,x
C/C(Cn1cnc([N+](=O)[O-])n1)=N\NC(=O)c1ccccc1O,-4,-2,-2,-3,-6,17,98,101,-25,100,-2
Cn1c(N)c(C(=O)COC(=O)[C@@H]2CCCN2S(=O)(=O)c2ccc(Cl)cc2)c(=O)n(C)c1=O,-1,-2,-2,-1,0,18,103,101,-7,104,-2
CN(C)c1ccc(C2C=C(c3ccc(Cl)cc3OC(F)F)Nc3ncnn32)cc1 (centres undefined),0,-6,-4,-3,-3,1,101,100,11,102,-3
COc1cc(C(=O)NC2CCCCC2)ccc1OCc1ccc(Cl)cc1Cl,-1,-8,-7,-4,-15,12,101,103,-12,102,-1
CCN(CC)S(=O)(=O)c1cc(C(=O)Oc2ccccc2OC)ccc1OC,-4,-9,-10,-9,-10,1,101,103,-20,100,-4
CSC1=C(C#N)C(c2ccccc2)C(C(C)=O)=C(C)N1 (centres undefined),2,0,1,-2,-2,0,98,105,1,94,-2
COc1cccc(CNC(=O)CCC2CCCN(C/C=C/c3ccccc3OC)C2)c1 (centres undefined),-4,-1,-3,-7,4,4,104,104,-10,104,-5
CCOc1ccc(CN(CCC#N)C(=S)NC(=O)c2ccccc2)cc1,-5,-6,-27,-13,-9,-9,100,96,-60,100,-7
COC(=O)Cc1ccc(NC(=S)N2CCCC(C)C2)cc1 (centres undefined),-1,-2,-7,-4,1,-13,99,100,-92,99,-3
CCOC(=O)C1=C(C)NC(C)=C(C(=O)OCC)C1C(=O)OCC(=O)NC(C)C,0,-6,-10,-9,-16,14,102,101,15,101,-2
CC(C)CCN1CCN(Cc2cnc(-c3ccccc3)s2)CC1CCO (centres undefined),-2,-3,-5,-1,-7,13,102,100,-4,104,6
CCN(C(=O)Cc1nc(N)n[nH]1)C1(C(=O)Nc2ccccc2)CCCCC1,-4,-1,-2,-2,-6,16,98,100,-58,98,-1
O=C(NCc1cccnc1)c1sc2cc(Cl)ccc2c1Cl,-1,-2,-2,-1,-3,12,93,91,-6,94,-1
COC(=O)c1nnn(CC(=O)NC(=O)Nc2ccccc2F)c1C(=O)OC,-3,-1,0,-5,1,-5,101,103,-40,101,-2
Cc1ccc2c(c1)N(C(=O)CCC(=O)O)CCO2,-1,3,-3,-4,-1,18,96,98,3,95,-3
O=C(NNS(=O)(=O)c1ccccc1)c1ccc(S(=O)(=O)N2CCCCC2)cc1,0,0,0,0,1,12,104,102,-77,105,-1
COc1ccc(C2CC(=O)c3cnn(-c4nc(C)cc(C)n4)c3C2)cc1OC (centres undefined),x,x,x,x,x,0,100,101,-5,u,x
COc1ccc(C(C)(C)C)cc1NC(=S)NCCN1CCOCC1,-7,-3,-15,-9,1,11,102,100,-46,108,-7
O=C(Nc1cccnc1)c1cn(-c2ccccc2)nc1-c1cccs1,-1,0,-7,-13,0,x,101,98,-3,97,-1
O=C(O)c1ccc2c(c1)ncn2C1CCCCCC1,-2,1,-4,-4,-4,5,101,101,-6,101,-2
Cc1ccc(NS(=O)(=O)c2cccc(C(=O)N/N=C/c3ccc4c(c3)OCCO4)c2)c(C)c1,-3,-5,-8,-5,-16,9,97,100,3,97,-2
O=C(O)COCC(=O)N1CCN(C(c2ccccc2)c2ccccc2)CC1,x,x,x,x,x,2,97,101,0,u,x
Cc1cc(C(=O)N2CCN(c3ncccn3)CC2)c(C)o1,-4,-11,-12,-11,-21,10,99,99,-7,100,-6
O=C(NCc1ccc2c(c1)OCO2)c1ccc(CSCc2cccc(Cl)c2)o1,3,5,1,2,3,15,102,103,-3,97,1
CC(C)N(C(=O)COC(=O)c1ccc([N+](=O)[O-])cc1)c1ccccc1,-1,0,-1,1,-5,26,99,100,-6,u,0
COC(=O)C1=C(Nc2ccc(C)cc2)C=C(C)C(C(=O)OC)C1c1ccc(F)cc1 (centres undefined),0,2,-3,-5,3,2,106,104,-14,105,0
C/C(CC(=O)Nc1cccc(Cl)c1)=N\NC(=O)Cc1ccc(Cl)cc1,-1,-3,-3,-10,-2,5,100,100,-20,95,-1
OCCNCc1cccc(Br)c1,2,-1,-1,-1,-4,8,99,101,-7,u,1
CCOc1ccc2nc(Cl)c(C3CC(c4ccco4)=NN3S(C)(=O)=O)cc2c1 (centres undefined),x,x,x,x,x,-1,108,104,0,u,x
Cc1ccc(-n2c(NN)nc3ccccc3c2=O)c(C)c1,0,-8,-3,-1,-13,11,101,103,-6,97,0
O=C(CCCc1ccccc1)Nc1cccnc1Cl,-2,0,-5,-3,-5,-3,107,103,-6,104,-3
CCCCCCC(=O)Nc1ccc(Br)cn1,x,x,x,x,x,4,105,103,14,u,x
COc1ccc(/C=C/C(=O)NC2CCCCCCC2)cc1S(=O)(=O)N1CCOCC1,-2,0,-5,-4,0,2,102,104,-9,101,-4
COc1ccccc1OCc1ccc(C(=O)NC(C)(C)C)o1,6,-1,-4,-3,-9,15,100,97,-31,98,1
O=S(=O)(N/N=C\C=C\c1ccccc1)c1ccc(Cl)cc1,1,-1,-1,1,0,15,102,107,-59,101,0
CSc1nc2c(c(=O)[nH]c(=O)n2C)n1C/C=C(\C)Cl,-3,1,-4,0,1,3,85,97,-19,100,3
CC1CN(C(=O)c2ccc(COc3ccc(C(C)C)cc3)o2)CC(C)O1 (centres undefined),3,0,0,0,1,14,102,99,3,96,-1
Nc1ccc(C(=O)O)c(O)c1,-1&0&1,0&4&2,0&1&-4,0&-1&0,-2&0&0,14&30&21,96&98&103,97&102&102,-16&-13&-13,99&95&106,1&-2&-1
Cc1cccc(-c2nc3c(c(SCC(=O)N(C)C)n2)CCCC3)c1,-4,-7,-5,-8,-6,11,100,101,2,103,-2

# Compound activity from PubChem BioAssay.
